# Screening results (PubChem BioAssay)
# AmpC inh det: inhibitors of E. coli AmpC beta-lactamase with detergent; purified AmpC, nitrocefin hydrolysis with detergent; 71,000 tested, 0.09% active; Potency, µM (doses to about 28.7 µM), inactives show at the highest dose activity change, negative = inhibition; active = well fitted curve in the direction sought with a large enough effect
# Target sequence (P00811 whole entry, looked up): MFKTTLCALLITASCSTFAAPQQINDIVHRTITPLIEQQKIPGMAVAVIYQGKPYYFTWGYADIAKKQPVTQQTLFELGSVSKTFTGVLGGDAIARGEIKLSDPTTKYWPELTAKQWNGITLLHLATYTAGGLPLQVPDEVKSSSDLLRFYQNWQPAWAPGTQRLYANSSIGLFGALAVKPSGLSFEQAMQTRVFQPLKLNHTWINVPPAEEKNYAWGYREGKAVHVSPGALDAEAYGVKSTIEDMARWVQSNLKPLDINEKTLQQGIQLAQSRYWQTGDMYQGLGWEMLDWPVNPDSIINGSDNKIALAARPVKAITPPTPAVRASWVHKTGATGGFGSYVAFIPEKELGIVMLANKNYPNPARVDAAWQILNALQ
#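 E. coli AmpC (5.3 nM) in 20 mM phosphate pH 7.0 with 0.01% Triton X-100, preincubated 15 min RT with compound; nitrocefin (2 uL of 800 uM stock) hydrolysis followed by 480 nm absorbance every 20 s over 4 min.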
# Starred values were filed as active, the others as inactive; [ ] = dose if it differs, or a comment. % is set by controls: 0 for no effect and ±100 for the full control effect; potency is the fitted concentration of half-maximal effect.
SMILES,AmpC inh det
CC(Sc1nc(NCc2ccccc2)nc(N2CCOCC2)n1)C(=O)Nc1ccccc1 (configuration not stated),-5.6%
CCCc1nnc(NC(=O)CCC(=O)N2CCN(CCOc3ccc(C)cc3)CC2)s1,-2.0%
COC(=O)/C=C\c1cc(O)ccc1O,-1.8%
COc1cc2cc(C(c3nnnn3C(C)(C)C)N3CCc4ccccc43)c(=O)[nH]c2cc1OC (configuration not stated),-2.9%
CCC(=NCC1CCCO1)c1c(O)n(-c2ccccc2)c(=O)[nH]c1=O (configuration not stated),-1.9%
CCOc1ccccc1NC(=O)CN(Cc1ccccc1)S(C)(=O)=O,-4.0%
C[C@@H](C(=O)NCC1CC1)[C@@H]1C[C@@]1(C)[C@@H](NC(=O)OCc1ccccc1)c1ccccc1,-4.1%
O=C(CSc1nc2ccccc2[nH]1)c1ccc2c(c1)OCO2,-0.6%
O=C(O)CN1C(=O)CC(Cc2ccc(Cl)cc2)C1=O (configuration not stated),10.4%
CC1(C)CC(OC(=O)c2ccco2)CC(C)(C)N1O,-3.9%
CCOC(=O)Cn1c(C(F)(F)F)nc2nc(Cl)c(Cl)nc21,-1.3%[5.75 µM]
CCOC(=O)CN1CC23C=CC(O2)C(C(=O)NCc2cccs2)C3C1=O (configuration not stated),3.5%
O=C(c1ccccc1)N1CCN(CC#CC2(O)CCCCC2)CC1,0.2%
CC(=O)N1CCC2(CC1)CCN(c1ncccn1)CC2,-1.5%
COc1ccccc1N1CCN(CC(=O)c2c(C)[nH]c3ccccc23)CC1,-4.9%
CC1(C)CC(=O)C2=C(C1)Nc1ccccc1N=C2,-0.1%
CCn1c(=N)c(C(=O)NC)cc2c(=O)n3cccc(C)c3nc21,16.6%
CC1(C)C(=O)OC(c2cccs2)C(C)(C)C1=O (configuration not stated),-0.9%
COc1ccc(C2c3c(oc4ccc(C)cc4c3=O)C(=O)N2c2cc(C)ccn2)cc1OC (configuration not stated),1.2%
CCN1CCN(CCNC(=O)CS(=O)(=O)Cc2nc(-c3ccc(C)cc3)oc2C)CC1,2.8%
COc1ccc(C2CC(c3c(O)cc(C)oc3=O)=NCCS2)c(OC)c1 (configuration not stated),-2.5%
CCOC(=O)C1C(=O)NC(N2CCCCC2)=NC1C(C)C (configuration not stated),-1.0%
CN=C1SC(CC(=O)Nc2ccccc2F)C(=O)N1C (configuration not stated),11.3%
O=C(CSc1ccc2nnc(-c3ccccn3)n2n1)Nc1ccc2c(c1)OCCO2,11.4%
COCCn1c(C)cc(C(=O)CSc2nc3ccccc3o2)c1C,-1.1%
COC(=O)Cc1cc(=O)[nH]c(/N=C(/NC(=O)c2ccccc2)Nc2ccccc2C)n1,-1.7%
Fc1cccc(-n2c(-c3ccco3)nc3nc4ccccc4nc32)c1,5.0%
COc1ccc(/C(O)=C2\C(=O)C(=O)N(CCN(C)C)C2c2cc(OC)c(OC)c(OC)c2)c(C)c1 (configuration not stated),9.2%
CCC(=O)Nc1ccc(S(=O)(=O)Nc2cccc(C)c2)cc1OC,-3.9%
O=C(Nc1ccccc1)N1CCN(Cc2ccc3c(c2)OCO3)CC1,12.6%
COc1cc2c(cc1OC)C(COc1ccc(F)cc1)N(C(=O)c1ccco1)CC2 (configuration not stated),-1.3%
CCOC(=O)CSc1nnc(CNC(=O)c2ccc(OC)cc2)n1C1CCCCC1,-1.4%
Cc1ccc(-c2nc(Nc3ccccc3)n[nH]2)cc1,-3.7%
C[C@H](CS)C(=O)N1CCC[C@H]1C(=O)O,-3.2%
Cc1cc(Nc2ccc(C)c(Br)c2)n2nc(C)nc2n1,7.0%
NC1=NC(c2ccccc2Cl)n2c(nc3ccccc32)N1 (configuration not stated),-3.4%
OCCn1nc2c3ccccc3nc-2n(-c2ccccc2)c1=S,-0.3%
Cc1cc(-c2nnc(-c3ccccc3)c(-c3ccccc3)n2)c(C)o1,-12.1%
CCOC(=O)Cc1nnc(NC(=O)CSc2nnc3c4ccccc4n(C(C)C)c3n2)s1,-7.2%
CCN(CC)CCNC(=O)c1cc2c(-c3ccc(Cl)cc3)nn(C)c2s1,5.5%
COCCOC(=O)C1=C(C)NC(=O)NC1c1c(F)cccc1Cl (configuration not stated),-0.9%
CCC(OC(=O)c1cccs1)C(=O)NCc1ccco1 (configuration not stated),-2.9%
Cc1nnc2sc(-c3cccc4ccccc34)nn12,-3.7%
O=C(CN1C(=O)c2cccc3cccc1c23)Nc1ccccc1C(=O)NCc1ccco1,9.7%
COc1ccc(CN(CC(=O)NCc2ccco2)C(=O)CCC(=O)Nc2ccccn2)cc1,6.2%
O=C1CN2C(=Nc3ccc(Br)cc3C2c2ccccc2)CCN1 (configuration not stated),-1.1%
CC(C)NC(=O)Cn1c(SCC(=O)N2c3ccccc3CC2C)nc2ccccc21 (configuration not stated),0.4%
CCN1C(=O)NC(c2cc(Br)ccc2OC)C(C(=O)OC)=C1C (configuration not stated),-5.1%
Fc1ccccc1COc1ccc(/C=N/n2cnnc2)cc1,11.2%
Cc1nccn1-c1c2c(c(C#N)c3nc4ccccc4n13)CCCC2,-2.6%
COC(=O)c1ccc(C(NC(=O)c2ccco2)[C@]2(C)C[C@H]2C2CCCCC2)cc1 (some centres not stated),1.7%
CC(C)CCNC(=O)C1CCN(S(=O)(=O)c2ccc3c(c2)CCC(=O)N3)CC1,8.8%
CCOc1cc(S(=O)(=O)N2CCC(Cc3ccccc3)CC2)c(OCC)cc1-n1cnnn1,0.4%
CS(=O)(=O)Nc1ccc(C(=O)NCc2cccnc2)cc1,-4.3%
COc1cccc(C2/C(=C(/O)c3ccccc3)C(=O)C(=O)N2CCCC(=O)O)c1 (configuration not stated),7.1%
COc1ccc2c(CC#N)c[nH]c2c1,10.9%
Cc1occc1-c1nnc(SCc2cc(=O)n3cc(Br)ccc3n2)n1C,-3.5%
Cc1[nH]nc(-c2ccc(O)c(C)c2O)c1-c1cnn(-c2ccccc2)c1,5.1%
COc1cc(NC(=O)C2CCCN(S(=O)(=O)c3cnc[nH]3)C2)cc(OC)c1 (configuration not stated),3.8%
Cn1c(Sc2nc3ccccc3n2C)nc2ccccc21,9.0%

# (next part)
SMILES,AmpC inh det
O=C(Nc1ccccc1F)C1C2C=CC3(O2)C1C(=O)N(c1cccnc1)C3C(=O)NC1CCCCC1 (configuration not stated),-0.7%
CCCCCCCCCCCCCCCC[N+](C)(C)CCN(Cc1ccc(OC)cc1)c1ncccn1,-9.2%[12.8 µM]
O=C(O)C1CCCCC1C(=O)Nc1ccc2c(c1)CCC2 (configuration not stated),-3.6%
O=C(O)C1(C(=O)O)CCN(S(=O)(=O)c2ccccc2)CC1,-3.5%[5.75 µM]
O=C(CSc1nnc(-c2cccnc2)o1)c1cc2ccccc2oc1=O,0.0%
O=C(CC1C(=O)NCCN1C(=O)Nc1ccccc1)Nc1ccc2c(c1)OCCO2 (configuration not stated),-5.6%
O=C(O)CCOc1ccc2c(c1)OCCO2,-1.1%
OCCN1CCN(CC(O)COc2ccc3ccccc3c2)CC1 (configuration not stated),-4.5%
CNC(=O)Cn1c(=O)n(C)c2ccccc21,-4.1%
COc1ccc(OCCOC(=O)c2cccc(-n3cnnn3)c2)cc1,-2.8%
CC(C)(C)C(=O)/C=C(\N)c1ccncc1,-0.7%
CC(=O)N1CCN(S(=O)(=O)c2ccc(S(=O)(=O)NC3CC3)cc2)CC1,11.3%
Cc1ccc(C(c2nnnn2CS(=O)(=O)c2ccc(C)cc2)N2CCC(C(N)=O)CC2)cc1 (configuration not stated),5.7%
Cn1c(=O)c(=O)n(C)c2cc(S(=O)(=O)N3CCCCCC3)ccc21,-1.8%
CN(Cc1cc2ccccc2[nH]c1=O)C(=O)C1CCCCC1,10.7%
CC(NC(=O)CCNS(=O)(=O)c1ccc2c(c1)c(=O)n(C)c(=O)n2C)c1ccccc1 (configuration not stated),3.8%
Cc1cc(OCC(=O)N2CCCC2)cc(C)c1Cl,-5.8%
CCOc1ccc(-c2nnc(-c3ccco3)o2)cc1,5.0%
CCN(CC)CCN1C(=O)C2C3c4ccccc4C(c4ccccc43)C2C1=O (configuration not stated),-1.3%
Cc1ccc(/C=N/c2sc3c(c2C#N)CCCCC3)o1,-7.7%

# Continued, overlapping the part above by 2 compounds.
SMILES,AmpC inh det
CCN(CC)CCN1C(=O)C2C3c4ccccc4C(c4ccccc43)C2C1=O (configuration not stated),-1.3%
Cc1ccc(/C=N/c2sc3c(c2C#N)CCCCC3)o1,-7.7%
CCc1ccc(OCc2nnc(SCCN3CCOCC3)n2CC)cc1,0.7%
OCCNc1c2c(nc3ccccc13)CCCC2,-6.7%
COC(=O)c1ccc(NC(=O)c2ccc(N(C)S(C)(=O)=O)cc2)cc1,-3.7%
COc1ccccc1NS(=O)(=O)c1ccc(C)c(C(=O)NCC2CCCO2)c1 (configuration not stated),-2.1%
CC(=O)N1CCC(N(CCN2CCOCC2)C(=O)Nc2ccc(Cl)c(Cl)c2)CC1,4.6%
C=CCN1C(=O)C(O)(CC(=O)c2ccc(N)cc2)c2ccccc21 (configuration not stated),-1.3%
CCn1c(SCC(=O)Nc2cc(C)ccc2C)nnc1-c1cnccn1,14.5%
CCOc1ccc2nc(SCc3ccc(C(=O)OC)o3)[nH]c2c1,-2.2%
CCN(CC)S(=O)(=O)c1cc(Br)c(C)cc1OC,-0.7%
O=c1c2cc(-c3ccccc3)sc2ncn1/N=C/c1ccco1,-6.4%
O=C(O)CN(Cc1ccco1)S(=O)(=O)c1ccccc1,0.1%
O=c1cnnc(SCCc2ccccc2)[nH]1,-4.4%
CCOC(=O)N1CCN(c2c(N3CCOCC3)c(=O)c2=O)CC1,5.9%
Cc1csc(=NC(=O)c2ccccc2)n1Cc1ccco1,-0.2%
O=C(Nc1cccc(F)c1)C1C2C=CC3(CN(CCCN4CCOCC4)C(=O)C13)O2 (configuration not stated),5.5%
COC(=O)c1sccc1NC(=O)c1cc2c(s1)CCCC2,0.1%
Cc1ccc(S(=O)(=O)NC2=NCN(Cc3ccccc3)CN2)cc1,-1.3%
CCCCNC(=O)C(C#N)c1nc2ccccc2nc1N1CCCC1 (configuration not stated),-0.7%
Clc1nc(Cl)nc(Cl)n1,23.6%
Cc1cccc(C)c1-n1nnnc1SCSc1nnnn1-c1c(C)cccc1C,-0.2%
O=C(Cn1cnc2c(nnn2Cc2ccc(Cl)cc2)c1=O)NC1CCCC1,-3.3%
O=C(NCc1cccs1)C1CCN(S(=O)(=O)c2cccc3cccnc23)CC1,5.0%
Cn1c(-c2ccc(Br)o2)nc2ccccc21,10.8%
COc1ccccc1-c1nnc(Nc2nc3c(OC)cccc3s2)o1,-2.4%
O=C(NCc1cccs1)c1ccccc1C(=O)NCc1cccs1,-9.0%
COc1ccc(NC(=O)CSc2nc3c(c(=O)n2-c2ccccc2)SCC3)c(OC)c1,-2.5%
COc1ccc(S(=O)(=O)NCc2cn3c(C)csc3n2)cc1F,6.6%
CCOCCCNC(=O)c1ccc2c(c1)ncn2C1CCCC1,-3.5%
Cc1cccc(C2CC(c3ccc(Cl)cc3)Nc3nc(N)nn32)c1 (configuration not stated),12.3%
CCNc1oc(-c2cccc3ccccc23)nc1C#N,-1.9%
Cc1cc(C)n2cc(CSc3nnnn3C)nc2n1,11.9%
COc1cc(OC)cc(C(=O)Nc2cccc(C(C)=O)c2)c1,-2.9%
CNC(=O)c1cc2cc(OC)ccc2n1CCN(C)C,-4.1%
O=C(NC1CC2CCC(C1)N2C(=O)NCc1ccccc1)C1CC1 (configuration not stated),-1.8%
Cc1cc(-c2cc(C)c(N)c(C)c2)cc(C)c1N,10.0%
Cc1ccc(C)c(N2CCN(C(c3ccncc3)c3nnnn3Cc3ccccc3)CC2)c1 (configuration not stated),-5.0%
C=CCNC(=O)CN(c1cccc(Br)c1)S(C)(=O)=O,-4.2%
NC(=O)NC(Cc1ccccc1)C(=O)O (configuration not stated),-0.5%
CCOc1ccc(OCC)c(NC(=O)CN2CCN(c3ccc(C)cc3C)CC2)c1,3.4%
COc1ccccc1NC(=O)COC(=O)c1ccc(S(=O)(=O)NCc2ccco2)cc1,-4.7%
CC1(C)CC(=O)C=C(NCCN2CCN(C(=O)Nc3ccc(Cl)c(Cl)c3)CC2)C1,-0.6%
O=C(CCS(=O)(=O)c1cccc2nonc12)Nc1cccc2c1CCCC2,0.0%
O=C(C1CCN(S(=O)(=O)N2CCOCC2)CC1)N1CCc2ccccc21,-2.5%
Cc1ccc(-c2noc(CN3CCN(Cc4ccccc4)CC3)n2)cc1,-4.5%
Cc1cc(C)n(C(=O)CNC(=O)COc2ccccc2)n1,-1.5%
O=CNc1ccccc1,6.3%
CCc1c(C)nc2cc(-c3cccs3)[nH]n2c1=O,0.0%
COCCNc1nc(SCC(=O)N2CCN(c3ccccc3OC)CC2)nc2ccccc12,0.0%
CC1C(=O)C(C)C(c2ccco2)NC1c1ccco1 (configuration not stated),-4.4%
Cc1c(C(=O)OC2CCCC2C)[nH]c2c1C(=O)CCC2 (configuration not stated),4.1%

# Of the compounds above, these contain an NH in an aromatic ring:
SMILES,AmpC inh det
COc1cc2cc(C(c3nnnn3C(C)(C)C)N3CCc4ccccc43)c(=O)[nH]c2cc1OC (configuration not stated),-2.9%
CCC(=NCC1CCCO1)c1c(O)n(-c2ccccc2)c(=O)[nH]c1=O (configuration not stated),-1.9%
O=C(CSc1nc2ccccc2[nH]1)c1ccc2c(c1)OCO2,-0.6%
COc1ccccc1N1CCN(CC(=O)c2c(C)[nH]c3ccccc23)CC1,-4.9%
COC(=O)Cc1cc(=O)[nH]c(/N=C(/NC(=O)c2ccccc2)Nc2ccccc2C)n1,-1.7%
Cc1ccc(-c2nc(Nc3ccccc3)n[nH]2)cc1,-3.7%
COc1ccc2c(CC#N)c[nH]c2c1,10.9%
Cc1[nH]nc(-c2ccc(O)c(C)c2O)c1-c1cnn(-c2ccccc2)c1,5.1%
COc1cc(NC(=O)C2CCCN(S(=O)(=O)c3cnc[nH]3)C2)cc(OC)c1 (configuration not stated),3.8%
CN(Cc1cc2ccccc2[nH]c1=O)C(=O)C1CCCCC1,10.7%
CCOc1ccc2nc(SCc3ccc(C(=O)OC)o3)[nH]c2c1,-2.2%
O=c1cnnc(SCCc2ccccc2)[nH]1,-4.4%
CCc1c(C)nc2cc(-c3cccs3)[nH]n2c1=O,0.0%
Cc1c(C(=O)OC2CCCC2C)[nH]c2c1C(=O)CCC2 (configuration not stated),4.1%

# The list is partial; the hit share may differ from the screen's.
